# Assay outcomes as filed in PubChem.
# m-calpain inh = inhibitors of pig calpain II, primary screen, biochemical, fluorogenic peptide substrate, 1536-well; purified calpain II, 30 min; inhibition, % at 16 µM; 220,000 compounds, 0.37% hits; AID 1236, 2008;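 active = inhibition above about 50%, limit read from the data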
# KCC2 mod = KCC2 cotransporter modulators, thallium flux, primary screen, cell-based, HEK293 KCC2, FluoZin-2 fluorescence, MLSMR | Solute carrier family 12 member 5 (Homo sapiens), Q9H2X9 | KCC2 cells, thallium flux FluoZin-2 fluorescence | B-score of Tl+ flux slope (higher = more flux/activation; lower = inhibition) at 10 µM | 190,000 compounds, 2.2% hits;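 active = thallium flux slope and its plate-corrected score both differing from the plate sample mean at a set confidence after two filtering rounds, in either direction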;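 note: slope of fluorescence scaled to starting intensity during 10 to 20 s after thallium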
# Furin inhibitor = human furin inhibitors, primary screen, biochemical, fluorescence intensity. P09958. purified furin, fluorogenic substrate cleavage. inhibition, % at 30 µM. 220,000 compounds, 0.061% hits. AID 463115, 2010; in the data active = inhibition above about 25%; note: inactives centre near -15
# TRPML3 agonist = human TRPML3 channel agonists, primary screen, cell-based, HEK293 TRPML3-YFP, Fluo-8 calcium fluorescence, 3 µM | 100% = the carbachol control signal | 220,000 compounds, 0.29% hits | activation, % at 3 µM | Mucolipin-3 (Homo sapiens), Q8TDD5;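 active = activation above its plate's cutoff, the mean activation of the plate's test wells plus 3 SD, cut at about 12% in these data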;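 note: 0% = DMSO only wells and 100% = carbachol wells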
# Target sequence (Q8TDD5 whole entry, looked up): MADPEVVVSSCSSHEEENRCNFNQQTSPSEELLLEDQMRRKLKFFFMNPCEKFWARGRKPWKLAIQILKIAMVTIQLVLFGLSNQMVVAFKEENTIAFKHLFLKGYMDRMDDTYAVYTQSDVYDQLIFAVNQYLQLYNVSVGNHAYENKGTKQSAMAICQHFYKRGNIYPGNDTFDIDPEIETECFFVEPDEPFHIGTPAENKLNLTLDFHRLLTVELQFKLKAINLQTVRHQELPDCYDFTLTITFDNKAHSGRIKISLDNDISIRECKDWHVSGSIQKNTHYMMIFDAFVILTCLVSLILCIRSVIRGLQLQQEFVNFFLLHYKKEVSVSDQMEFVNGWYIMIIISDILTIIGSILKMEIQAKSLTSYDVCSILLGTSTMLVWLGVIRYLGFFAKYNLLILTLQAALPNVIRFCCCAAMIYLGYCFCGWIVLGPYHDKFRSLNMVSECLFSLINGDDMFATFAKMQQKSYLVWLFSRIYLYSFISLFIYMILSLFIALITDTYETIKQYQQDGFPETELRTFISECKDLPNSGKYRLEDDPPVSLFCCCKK
#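 system = HEK293 cells stably carrying human TRPML3-YFP | doses = one concentration, 3 µM nominal, 0.3% DMSO | timing = dye loading 1 h 37 °C then 30 min ambient, 125 s read | detection = Fluo-8 calcium dye fluorescence, ex 470-495, em 515-575 nm | benchmarks = high control carbachol 87 µM, low control DMSO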
# TbHK1 inh = Trypanosoma brucei hexokinase 1 inhibitors, primary screen, biochemical, G6PDH-coupled NADH absorbance, MLSCN library; inhibition, % at 10 µM; 220,000 compounds, 0.11% hits; AID 1430, 2008; recombinant TbHK1, G6PDH-coupled NADH A340; hexokinase 1 [Trypanosoma brucei];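 active = inhibition of 50% or more in the single-dose primary screen; inactive = inhibition below 50%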
# thrombin 1536 = human alpha-thrombin inhibitors, primary screen, counter-screen for coagulation protease inhibitor project, biochemical, 1536-well, fluorogenic AMC substrate; inhibition, % at 5 µM; Boc-VPR-AMC fluorogenic substrate cleavage; Prothrombin (Homo sapiens), P00734; 220,000 compounds, 0.26% hits; AID 1046, 2008;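 active = inhibition at or above 40%; inactive = inhibition below 40%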;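 note: 0% = enzyme with no compound and 100% = wells without enzyme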
#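 Material: human alpha-thrombin protein; Also added: Boc-VPR-AMC substrate, 15 µM final; Timing: enzyme reaction carried out at room temperature; Signal: fluorescence, ex 355 nm, em 460 nm; Measure: % inhibition of thrombin; Controls: enzyme without compound as high, wells lacking enzyme as low.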
# EBV gp42 inh = Epstein-Barr virus gp42 inhibitors, primary screen, biochemical, uHTS, fluorescence polarization; AID 1085, 2008; 220,000 compounds, 0.42% hits; Glycoprotein 42 (Epstein-Barr virus (strain AG876)), Q1HVG2; Fluorescence polarization binding assay, mP read-out; inhibition, % (tested at 21.74 µM); in the data active = inhibition above about 50%
# Target sequence (Q1HVG2 whole entry, looked up): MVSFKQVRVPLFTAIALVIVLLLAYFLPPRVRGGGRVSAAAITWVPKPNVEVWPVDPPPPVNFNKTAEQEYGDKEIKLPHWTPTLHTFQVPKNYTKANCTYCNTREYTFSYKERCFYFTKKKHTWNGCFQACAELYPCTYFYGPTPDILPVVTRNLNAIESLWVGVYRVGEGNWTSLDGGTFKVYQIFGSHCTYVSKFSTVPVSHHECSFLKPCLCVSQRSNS
# PPC-1+TRAIL kill = compounds killing PPC-1 cancer cells with TRAIL present, primary screen, TRAIL potentiator project, ATPLite luminescence, uHTS; AID 1443, 2008; 220,000 compounds, 0.41% hits; PPC-1 cells + TRAIL, ATPLite viability luminescence; cell killing (% activity), % at 4 µM;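 active = cell killing above 50% in the first pass at 4 µM, then a duplicate retest at 5 µM averaging 50% or more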;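 note: plate controls were cells with TRAIL plus DMSO for no effect and medium-only wells lacking cells for full effect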
# TRPN1 ag = zebrafish TRPN1 channel agonists, primary screen, cell-based, HEK293, calcium fluorescence; transient receptor potential cation channel N1 (TRPN1/NompC), Danio rerio; HEK293 zebrafish TRPN1-YFP, Fluo-8 calcium fluorescence; 100% = response to 87 µM carbachol; activation, % at 3 µM; 220,000 compounds, 0.18% hits; AID 1424, 2008;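 active = activation above its plate's cutoff, the mean activation of test wells on that plate plus 3 SD, cut at about 19% in these data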;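 note: 0% = DMSO alone and 100% = 87 µM carbachol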
#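 System: zebrafish TRPN1-YFP in HEK293 cells / Dosing: 3 µM single point / Timing: dye loading 1 h at 37 °C, then 30 min room temperature / Signal: Fluo-8 calcium fluorescence, excitation 470-495 nm, emission 515-575 nm / Read-out basis: percent activation from peak over basal fluorescence ratio, control-normalized / Control set: high carbachol 87 µM, low DMSO alone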
# Starred values were filed as active, the others as inactive; i = inactive; nt = no result given; [ ] = remark or other dose.
# Sequence of screens: m-calpain inh	KCC2 mod	Furin inhibitor	TRPML3 agonist	TbHK1 inh	thrombin 1536	EBV gp42 inh	PPC-1+TRAIL kill	TRPN1 ag
O=C(CN1CCc2ccccc21)NCc1ccc2c(c1)OCO2
→ -12	0.21	-20	-0.2	-2	-5	-17	-15	-0.9
CCCCn1c(CCCNC(=O)CC)nc2ccccc21
→ -43	0.15	-28	0.4	-4	-1	11	17	-0.8
COc1cccc(NC(=O)Cn2c(SCC(=O)N3CCOCC3)nc3ccccc32)c1
→ 20	0.81	-13	0.5	3	-12	-8	16	0.1
O=C(NCc1cccnc1)C(=O)Nc1nccs1
→ -7	0.76	-26	1.0	-4	-2	-11	-1	1.4
O=C(NCc1cccnc1)C1c2ccccc2C(=O)N1C1CCCCCCC1 (stereo not drawn)
→ 2	nt	-19	0.0	-2	-2	15	27	0.9
COc1ccc(Cl)cc1-c1nc(SCC(=O)NC(C)(C)C)n[nH]1
→ 40	-1.6	-19	-0.2	1	3	-4	11	0.8
Cc1csc(NC(=O)CSc2nnc(-c3ccc(Cl)cc3)n2N)n1
→ -11	0.39	-20[20 µM]	-0.5	2	0	-23	4	-1.3
CCn1c(SCC(=O)N/N=C/c2cc(OC)c(OC)c(OC)c2)nc2ccccc21
→ 10	-1.4	-4	0.0	4	-5	-3	5	2.0
Cc1ccc(S(=O)(=O)CC(=O)N2CCOCC2)cc1
→ -17	0.18	-23	0.8	-4	-5	-10	-4	1.3
CCCn1nc(C(=O)NC2CCCc3ccccc32)c2ccccc2c1=O (stereo not drawn)
→ 9	-1.8	-16	-0.8	2	-13	1	26	-2.8
BrC(=C\c1ccccc1)/C=N/N1CCN(c2ccccn2)CC1
→ 22	nt	-19[20 µM]	0.5	-9	0	-15	27	2.2
Cc1ccc(S(=O)(=O)N2CCCCC2)cc1NC(=O)COC(=O)c1ccc2c(c1)OCO2
→ 56*	-0.0089	-34	0.7	1	3	-10	9	1.8
O=C(COc1ccccc1[N+](=O)[O-])N/N=C/c1ccncc1
→ -29	0.35	-5	0.2	-10	-9	0	14	0.9
COC(=O)c1ccc(C)c(NS(=O)(=O)c2ccc(OC)c(OC)c2)c1
→ -9	-0.18	-27[20 µM]	-0.6	-6	-4	-9	-11	1.0
OCC1CCCN(c2nc(CN3CCCCC3)nc3scc(-c4ccccc4)c23)C1 (stereo not drawn)
→ 20	0.63	-11	1.0	0	-9	8	26	-0.7
COCCn1c(SCc2ccccc2Cl)nc2c1c(=O)[nH]c(=O)n2C
→ -31	-0.74	-18	0.3	-2	0	-4	14	0.6
COc1ccccc1C(=O)Nc1nc2cc3c(cc2s1)OCCO3
→ -142	0.12	-22	0.9	-19	0	-13	36	0.4
Cc1ccnc(NC(=O)CSc2ccccn2)c1
→ 10	nt	-12	-0.4	-6	-4	-10	11	-0.9
Cc1cc(-n2cnc3c(=O)[nH]cnc32)ccc1N
→ -7	-0.089	-11	0.5	-4	-3	-9	8	1.2
O=C(C1CCC1)N1CCN(Cc2ccccc2)CC1
→ -37	0.036	-16	0.0	15	1	-12	8	1.5
Cc1ccc(-c2csc(NC(=S)NC(=O)c3cccs3)n2)cc1
→ 1	1.9	-7	0.8	21	-5	-17	5	-0.1
O=C(NNS(=O)(=O)c1ccc(C(F)(F)F)cc1)c1cnn(-c2ccccc2)c1C(F)(F)F
→ -17	0.56	-10	0.6	-7	-10	-1	9	-0.9
CCCCN1C(=O)N(c2nnc(C(C)(C)C)s2)C(O)C1c1ccc(C)cc1 (stereo not drawn)
→ 13	0.0042	8	-0.2	-10	-6	-1	8	-1.1
C=CCNCc1cccn1-c1sc2c(c1C#N)CCCC2
→ -21	0.99	-3[20 µM]	1.1	2	5	-17	-3[5 µM]	0.5
COc1ccc(-n2c(Cc3cccn3C)nnc2SCC(=O)Nc2ccccc2)cc1
→ -4	-2	-2	-0.3	2	17	9	11	0.3
COc1ccccc1NC(=O)C(=O)Nc1ccccn1
→ -17	nt	-18	0.0	-9	4	2	34	-0.6
O=C(Nc1nc(-c2cccs2)c(C(=O)C(F)(F)F)s1)c1ccccc1
→ 18	-2.5	-12	2.6	-4	-1	-2	-12	3.4
CCN1CCN(Cc2ccc(NC(=O)c3cc(NC(=O)c4cc5cccc(OC)c5o4)cc(OC)c3)cc2C(F)(F)F)CC1
→ 2	0.26	-19	nt	2	-1	-3	14	nt
COc1cc(OC)cc(C(=O)Nc2ncc3c(n2)CC(C)(C)CC3=O)c1
→ 12	0.9	-15	0.8	2	2	-16	-2	2.1
CCOc1nc(NC(=O)NS(=O)(=O)c2ccccc2F)nc(-c2ccccc2)n1
→ -40	0.78	-23	0.3	4	-6	-3	22	0.2
CCCCn1nc2cc(C(=O)NCC34CC5CC(CC(C5)C3)C4)ccc2c1OC
→ -237	0.015	-18[20 µM]	-1.7	-22	-4	-3	14	-1.2
COc1cc(/C=C2/NC(=O)N(CC(=O)Nc3ccc(C)cc3)C2=O)ccc1Oc1ccc([N+](=O)[O-])cn1
→ 44	1	-12	0.8	-10	-1	-9	29	0.5
Cc1ccc(CNC(=O)CN2C(=O)COc3ccc(C)cc32)cc1
→ 7	0.62	-23	-0.5	7	-3	-2	-6	-0.6
Cc1ccc(S(=O)(=O)N2CCN(C(=O)N(C)C)CC2)cc1
→ -24	0.095	-32	0.7	-5	-13	-20	3	-2.4
Cn1cc(CN2CCN(Cc3ccc4c(c3)OCO4)CC2)c(-c2ccccc2F)n1
→ -22	nt	-30	0.1	-3	-5	-16	10	0.2
COc1ccccc1N1CCN(CC(O)COc2ccc3c(C)cc(=O)oc3c2)CC1 (stereo not drawn)
→ -27	-0.41	-8[20 µM]	-0.4	-9	5	-8	11	2.4
Cc1cc(N2CCN(C)CC2)nc2ccc(NC(=O)c3ccccc3F)cc12
→ 26	-2.7	-32	-0.6	-5	18	-5	-1	0.0
COCCNC(=O)C(c1cccs1)N(C(=O)Cn1nnc2ccccc21)c1ccc(OC)cc1 (stereo not drawn)
→ -17	0.29	-16[20 µM]	0.9	-6	4	-31	26	0.3
CCc1nnc2n1N=C(c1cccc([N+](=O)[O-])c1)CS2
→ 21	0.014	-7	0.1	-7	-5	-16	3	-0.1
CC(C)c1nc2oc3c(NCc4cccnc4)ncnc3c2c2c1CCC2
→ 5	-0.071	-19	0.0	-6	3	-12	-14	-0.1
CCOC(=O)Cc1csc(NC(=O)CSc2nnc(-c3ccc(C)cc3)o2)n1
→ -7	nt	-20	-0.1	-6	-6	-10	22	-0.3
CC(Sc1ccc(Cl)cc1)C(=O)Nc1ccc(S(=O)(=O)N2CCOCC2)cc1 (stereo not drawn)
→ -6	-0.38	-10[20 µM]	6.3	3	1	-8	-8	9.5
O=S(=O)(c1ccccc1)c1nc(-c2ccco2)oc1NCc1ccccc1
→ 4	-0.67	-22[20 µM]	-0.2	12	-3	-2	-10	-0.8
CCCc1cc(N2CCN(C(=O)c3ccco3)CC2)n2c(nc3ccccc32)c1C#N
→ i	-0.73	-22[20 µM]	0.9	-11	-8	11	28	-0.4
O=C(Nc1cccc(S(=O)(=O)C(F)F)c1)c1ccc(S(=O)(=O)N2CCCCC2)cc1
→ -2	0.2	-11	1.3	-8	-3	10	8	4.1
Cc1cccc(N)c1SC1CCCCC1O (stereo not drawn)
→ -6	0.22	-23	0.9	-3	-4	-8	4	-0.4
Cc1cc(Cl)ccc1OCCCC(=O)N/N=C/c1cccc([N+](=O)[O-])c1
→ -7	-0.071	-26	0.3	-8	-5	6	-2	0.2
CCC(=O)N(Cc1ccc(C)cc1)Cc1cc2cc3c(cc2[nH]c1=O)OCO3
→ -134	-0.043	-16[20 µM]	0.3	-14	-4	-12	32	-0.2
CC1Cc2cccc3c(O)c(C(=O)c4nn[nH]n4)c(=O)n1c23 (stereo not drawn)
→ 12	0.59	-4	0.7	18	-2	-19	10	2.0
Cn1nc(-c2ccccc2)cc1NC(=O)Nc1ccc(F)cc1
→ 11	-0.19	-18	0.5	-8	-4	-4	-10	6.3
COc1ccc2c(c1)-c1c(sn(-c3ccccc3)c1=S)C(C)(C)N2
→ -2	0.45	-10	0.5	2	-10	9	12	-0.8
COc1ccc(NC(=O)C(c2ccccn2)N(C(C)=O)c2ccc(C)cc2)cc1 (stereo not drawn)
→ -4	0.44	-9	1.0	31	2	-13	27	1.9
CC(OC(=O)c1ccccc1O)C(=O)Nc1ccc(Cl)cn1 (stereo not drawn)
→ -2	-0.6	-6	0.6	-3	-6	-3	6	-1.3
CCOC(=O)C1(Cc2ccccc2C)CCCN(Cc2ccc(NC(C)=O)cc2)C1 (stereo not drawn)
→ 27	-2.1	-11	0.5	-9	-3	-18	26	0.8
O=C(N/N=C/c1cccn1-c1ccccc1)c1ccncc1
→ -15	0.72	-18	0.9	-32	0	3	10	2.6
O=C(NCC1CCCO1)c1cc(S(=O)(=O)N2CCCC2)c(Cl)cc1Cl (stereo not drawn)
→ 29	-1.8	-4	1.7	1	0	-11	-1	2.5
CCC(c1nnnn1Cc1ccc2c(c1)OCO2)N1CCN(c2ccc(OC)cc2)CC1 (stereo not drawn)
→ -11	-0.67	-18	0.8	6	-5	10	14	-0.7
Cc1ccc2c(c1)sc(=NC(=O)C1CC1)n2C
→ -6	0.53	-23	-0.6	-14	3	-15	23	-1.3
N=C1C(c2nc(-c3ccc(Br)cc3)cs2)=C(O)CN1NC(=O)c1ccc([N+](=O)[O-])cc1
→ -9	0.66	-11	0.7	17	-2	8	28	0.7
O=C1/C(=C/c2ccc(O)cc2)CCc2ccc([N+](=O)[O-])cc21
→ -3	0	-25	0.5	5	1	-8	17	1.7
CCOC(=O)Cc1csc(NC(=O)C(C)(C)C)n1
→ 10	0.11	-43[20 µM]	0.2	4	-10	-10	5	1.0

# Structural class, those above containing a cyano group
# Sequence of screens: m-calpain inh	KCC2 mod	Furin inhibitor	TRPML3 agonist	TbHK1 inh	thrombin 1536	EBV gp42 inh	PPC-1+TRAIL kill	TRPN1 ag
C=CCNCc1cccn1-c1sc2c(c1C#N)CCCC2
→ -21	0.99	-3[20 µM]	1.1	2	5	-17	-3[5 µM]	0.5
CCCc1cc(N2CCN(C(=O)c3ccco3)CC2)n2c(nc3ccccc32)c1C#N
→ i	-0.73	-22[20 µM]	0.9	-11	-8	11	28	-0.4
